Tat transport: E. coli Tat export inhibitors, primary screen, MC4100, TorA-mCherry reporter, fluorescence, single point. inhibition, % at 10 µM. 340,000 compounds, 0.036% hits. AID 488895, 2010;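 active = mean replicate inhibition at least 50% and at least half of replicates individually reaching 50%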;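 note: exported cargo escapes ClpAP degradation while cytoplasmic cargo is degraded and loses fluorescence; 0% = median of neutral control wells and 100% = median of NaSCN control wells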
Wnt bcat act: Wnt/beta-catenin pathway activators, primary screen, cell-based, plate reader, single point | 300,000 compounds, 1.2% hits | AID 743398, 2014 | Wnt/beta-catenin reporter cell assay, activator | activation, % at 9.35 µM; in the data active = activation above about 30%, passing the limit was not always enough;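 note: 0% = neutral control wells and 100% = positive control wells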
SR-BI uptake up: activators of SR-BI mediated DiI-HDL uptake, primary screen, ldlA[mSR-BI] CHO cells, DiI fluorescence; activation, % at 12.5 µM; 320,000 compounds, 0.096% hits; AID 504775, 2011; 3 h; 100 = double the neutral-control signal;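 active = mean replicate activation of at least 60% and every replicate at or above 60%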;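 note: 0% = median plate neutral-control signal and 100% = twice that signal; values of inactives mirror those of a sister screen read the other way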
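Material: SR-BI-overexpressing, LDLR-lacking CHO cells | Dosing: Single compound concentration, delivered by pin transfer | Probe or stimulus: Labelled HDL, 10 µg/mL | Signal: Bottom-read cell fluorescence after medium removal, ex 550/em 595 nm | Schedule: 3 h, 37 °C | Evaluation: HDL uptake via cellular fluorescence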
Ecoli viability: E. coli V3065 growth inhibition, primary screen, counter-screen for AddAB inhibitor project, absorbance, OD600; inhibition, % at 11.9 µM; 18 h; AID 449728, 2010; 330,000 compounds, 0.27% hits;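 active = inhibition above the campaign's mean inhibition across all tested compounds plus 3 SD, cut at about 9.9% in these data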;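 note: uninfected addAB+ strain grown without phage in ampicillin broth; 0% = DMSO wells and 100% = ciprofloxacin 0.95 µg/ml wells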
SR-BI DiI inh: inhibitors of SR-BI mediated HDL lipid uptake, primary screen, ldlA[mSR-BI] cells, fluorescence, single point | Scavenger receptor class B member 1 (Mus musculus), Q61009 | ldlA[mSR-BI] CHO cells, DiI-HDL uptake fluorescence, 3 h | inhibition, % at 12.5 µM | 320,000 compounds, 0.96% hits | AID 488896, 2010;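 active = mean replicate inhibition of at least 70% and a set share of replicates each scoring 70 or more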;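 note: 0% = median of neutral control wells and 100% = median of positive control wells; values of inactives mirror those of a sister screen read the other way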
Target sequence (Q61009 whole entry, looked up): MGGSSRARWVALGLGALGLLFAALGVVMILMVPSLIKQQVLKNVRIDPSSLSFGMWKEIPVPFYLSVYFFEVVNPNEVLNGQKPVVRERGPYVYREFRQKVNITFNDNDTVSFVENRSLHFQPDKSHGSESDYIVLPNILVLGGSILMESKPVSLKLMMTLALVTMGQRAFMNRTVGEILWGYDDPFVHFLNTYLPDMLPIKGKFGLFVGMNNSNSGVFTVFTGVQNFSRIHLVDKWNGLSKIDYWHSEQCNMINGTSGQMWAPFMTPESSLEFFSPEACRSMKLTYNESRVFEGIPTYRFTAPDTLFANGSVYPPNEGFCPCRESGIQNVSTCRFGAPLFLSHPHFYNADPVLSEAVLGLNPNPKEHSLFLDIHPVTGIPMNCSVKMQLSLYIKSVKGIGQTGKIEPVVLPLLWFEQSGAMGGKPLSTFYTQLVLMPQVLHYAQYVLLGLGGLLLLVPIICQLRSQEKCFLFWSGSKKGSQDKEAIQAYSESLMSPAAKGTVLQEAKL
phage Ecoli inh: growth loss of phage-infected E. coli, primary screen, RecBCD inhibitor project, absorbance, with phage, HTS; 360,000 compounds, 0.26% hits; inhibition, % at 11.9 µM; in the data active = inhibition above about 11%
CAL PDZ FP-1: untagged CAL PDZ binding inhibitors, primary screen, biochemical, fluorescence polarization, HTS | purified CAL PDZ, TMR-peptide fluorescence polarization, 1 h | 300,000 compounds, 0.92% hits | inhibition, % at 24.9 µM | Golgi-associated PDZ and coiled-coil motif-containing protein (Homo sapiens), Q9HD26 | AID 602252, 2012;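 active = mean inhibition of at least 30% with at least half of replicates also reaching 30%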;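 note: 0% = DMSO neutral control and 100% = excess unlabeled competitor peptide PRC23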
MITF TRPM1 HTS: activators of MITF-driven TRPM1 promoter reporter, primary screen, cell-based, SK-MEL-5, luciferase, single point; activation, % at 12.5 µM; SK-MEL-5 TRPM1-promoter luciferase, 24 h; % of positive control, neutral wells = 0; 300,000 compounds, 0.75% hits;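 active = mean activation of at least 80% with every replicate also reaching 80%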;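 note: 0% = neutral control wells and 100% = parthenolide positive control wells; values of inactives mirror those of a sister screen read the other way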
CAL PDZ FP-2: CAL PDZ peptide-binding inhibitors, primary screen, biochemical, fluorescence polarization, Cer-tagged CAL PDZ, HTS; 330,000 compounds, 0.02% hits; inhibition, % at 20 µM; Golgi-associated PDZ and coiled-coil motif-containing protein (Homo sapiens), Q9HD26; purified CAL PDZ, TMR-peptide fluorescence polarization, 1 h; AID 504414, 2011;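 active = highest replicate inhibition of at least 40%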;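 note: plate controls were DMSO neutral control wells for no effect and unlabeled competitor peptide control wells for full effect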
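material = purified tagged CAL PDZ domain construct (CerCALP) | compound dosing = 20 µM, one dose | times = 1 h at RT | measured by = fluorescence polarization from S- and P-plane intensities, G-factor corrected | read-out = inhibition from polarization loss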
AddAB inh: growth inhibition of E. coli expressing H. pylori AddAB, primary screen, AddAB inhibitor project, absorbance. 330,000 compounds, 0.29% hits. inhibition, % at 11.9 µM. AID 435030, 2010; in the data active = inhibition above about 12%;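 note: 0% = vehicle wells of infected cells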
* marks the source's active call; other numbers are inactive results.

C#CCO[C@@H]1C[C@H](n2cnc3c(=O)[nH]c(NC(=O)C(C)C)nc32)O[C@@H]1CO was read as Tat transport -25.5, Wnt bcat act 3.8, SR-BI uptake up 13.8, Ecoli viability -2.9, SR-BI DiI inh -13.8, phage Ecoli inh 1.1, CAL PDZ FP-1 1.9, MITF TRPM1 HTS -4.2, CAL PDZ FP-2 -3.0 and AddAB inh 2.3.
`COc1ccccc1NC1=C(Cl)C(=O)N(C2CCCCC2)C1=O` gave Tat transport 8.6, Wnt bcat act -3.0, SR-BI uptake up -42.5, Ecoli viability 0.6, SR-BI DiI inh 42.5, phage Ecoli inh -1.4, CAL PDZ FP-1 0.2, MITF TRPM1 HTS 5.6, CAL PDZ FP-2 -2.6 and AddAB inh 3.6.
`COc1ccccc1NS(=O)(=O)c1cccc(NC(=O)c2nn(C)c(=O)c3ccccc23)c1` gave Tat transport -0.2, Wnt bcat act 0.7, SR-BI uptake up -24.2, Ecoli viability -2.5, SR-BI DiI inh 24.2, phage Ecoli inh -1.5, MITF TRPM1 HTS -12.6, CAL PDZ FP-2 -3.3 and AddAB inh -1.6.
CCCCC(=O)Nc1nnc(-c2ccco2)o1 was read as Tat transport -10.2, Wnt bcat act 0.3, SR-BI uptake up 3.6, Ecoli viability 1.4, SR-BI DiI inh -3.6, phage Ecoli inh 0.9, CAL PDZ FP-1 8.2, MITF TRPM1 HTS -3.3, CAL PDZ FP-2 -3.0 and AddAB inh 0.8.
Screening CCNc1ccc2noc3c2c1C(=O)c1ccccc1-3 returned Tat transport -22.9, SR-BI uptake up -11.0, Ecoli viability -4.4, SR-BI DiI inh 11.0, phage Ecoli inh -4.5, CAL PDZ FP-1 18.4, MITF TRPM1 HTS -17.6, CAL PDZ FP-2 43.7* and AddAB inh -5.2.
For Cc1ccc(Sc2c(C)nn(C(=O)CNS(=O)(=O)c3ccc(F)cc3)c2C)cc1 the results were Tat transport -10.5, Wnt bcat act -1.5, SR-BI uptake up 14.1, Ecoli viability -1.4, SR-BI DiI inh -14.1, phage Ecoli inh 2.1, CAL PDZ FP-1 2.4, MITF TRPM1 HTS 0.8, CAL PDZ FP-2 -0.3 and AddAB inh -0.7.
Screening Cc1ccc(C2=NOC(c3nnc(-c4ccccc4)o3)C2)cc1 (centres undefined) returned Tat transport 6.0, Wnt bcat act 1.4, SR-BI uptake up -6.6, Ecoli viability -3.1, SR-BI DiI inh 6.6, phage Ecoli inh 6.2, CAL PDZ FP-1 -1.7, MITF TRPM1 HTS 36.4, CAL PDZ FP-2 -0.2 and AddAB inh 2.7.
O=S(=O)(c1ccc(Cl)s1)N1CCC2(CC1)OCCO2 was read as Tat transport 2.8, Wnt bcat act 0.2, SR-BI uptake up 10.6, Ecoli viability 0.5, SR-BI DiI inh -10.6, phage Ecoli inh 1.8, CAL PDZ FP-1 -1.5, MITF TRPM1 HTS -1.2, CAL PDZ FP-2 -1.9 and AddAB inh -0.8.
Screening CC(C)(C)c1cc(C(=O)N/N=C/c2ccc([N+](=O)[O-])s2)n[nH]1 returned Tat transport -12.7, Wnt bcat act 0.4, SR-BI uptake up -44.0, Ecoli viability 1.2, SR-BI DiI inh 44.0, phage Ecoli inh 1.0, CAL PDZ FP-2 0.3 and AddAB inh -13.2.
Screening Cc1ccc(C(OCC(C)(C)C[N+](C)(C)C)c2ccccc2)cc1 (centres undefined) returned Tat transport 8.3, Wnt bcat act -1.1, SR-BI uptake up -6.2, Ecoli viability 0.8, SR-BI DiI inh 6.2, phage Ecoli inh 1.1, CAL PDZ FP-1 2.0, MITF TRPM1 HTS -0.5, CAL PDZ FP-2 -0.6 and AddAB inh 3.5.
COc1ccc(-c2cc(C(=O)NNC(=O)c3csc(N4CCOCC4)n3)c3ccccc3n2)cc1 was read as Tat transport -5.5, Wnt bcat act 2.8, SR-BI uptake up -54.3, Ecoli viability -3.2, SR-BI DiI inh 54.3, phage Ecoli inh -0.7, CAL PDZ FP-1 -5.4, MITF TRPM1 HTS 3.7, CAL PDZ FP-2 -3.6 and AddAB inh -2.1.
For O=C(C1CCN(S(=O)(=O)c2cccc3cccnc23)CC1)N1CCCC1 the results were Tat transport 3.9, Wnt bcat act -3.7, SR-BI uptake up 20.1, Ecoli viability -0.3, SR-BI DiI inh -20.1, phage Ecoli inh 2.6, MITF TRPM1 HTS -0.2, CAL PDZ FP-2 0.0 and AddAB inh 2.8.
For Clc1ccc(OCCCCSc2ncccn2)cc1 the results were Tat transport 5.6, SR-BI uptake up 18.9, Ecoli viability -1.6, SR-BI DiI inh -18.9, phage Ecoli inh 2.0, CAL PDZ FP-1 -6.1, MITF TRPM1 HTS 11.9, CAL PDZ FP-2 -0.2 and AddAB inh 3.0.
COc1ccc(OCC(=O)N/N=C(\CCC(=O)O)c2cccs2)cc1 was read as Tat transport 3.0, Wnt bcat act -0.1, SR-BI uptake up 14.3, Ecoli viability 0.0, SR-BI DiI inh -14.3, phage Ecoli inh 0.3, MITF TRPM1 HTS 5.1, CAL PDZ FP-2 -0.4 and AddAB inh 3.2.
For c1ccc(C[C@H]2CN=C(Nc3ccccc3)N2CC2CCCCC2)cc1 the results were Tat transport -6.1, Wnt bcat act -2.2, SR-BI uptake up 2.3, Ecoli viability 1.2, SR-BI DiI inh -2.3, phage Ecoli inh 1.4, CAL PDZ FP-1 -0.3, MITF TRPM1 HTS 13.4, CAL PDZ FP-2 0.1 and AddAB inh 2.7.
For CCC1(CC)Cc2ccccc2-c2nc(CN3CCOCC3)[nH]c(=O)c21 the results were Tat transport -7.0, Wnt bcat act -7.4, SR-BI uptake up 8.6, Ecoli viability -1.6, SR-BI DiI inh -8.6, phage Ecoli inh 0.5, CAL PDZ FP-1 -0.2, CAL PDZ FP-2 -0.6 and AddAB inh 1.3.
`COC(=O)C1(C)NC(c2ccccc2OC)C2C(=O)N(c3ccccc3)C(=O)C21` (centres undefined) gave Tat transport 25.8, Wnt bcat act -1.6, SR-BI uptake up 25.6, Ecoli viability 2.2, SR-BI DiI inh -25.6, phage Ecoli inh 1.4, CAL PDZ FP-1 -1.1, CAL PDZ FP-2 -0.2 and AddAB inh 1.6.
CCOC(=O)N1CCN(S(=O)(=O)N2CCCC(C(=O)NC(C)c3ccccc3)C2)CC1 (centres undefined) was read as Tat transport 2.9, Wnt bcat act 0.5, SR-BI uptake up 16.8, Ecoli viability -0.9, SR-BI DiI inh -16.8, phage Ecoli inh 2.0, CAL PDZ FP-1 2.6, MITF TRPM1 HTS -0.9, CAL PDZ FP-2 -2.0 and AddAB inh 2.5.
`O=S(=O)(Nc1ccc(F)cc1)c1ccc(S(=O)(=O)N2CCOCC2)cc1` gave Tat transport -6.3, Wnt bcat act -2.2, SR-BI uptake up 2.3, Ecoli viability -0.1, SR-BI DiI inh -2.3, phage Ecoli inh 0.6, MITF TRPM1 HTS 8.0, CAL PDZ FP-2 -1.2 and AddAB inh 0.5.
`CC(C)Nc1nc(N(c2ccccc2)c2ccccc2)nc(-n2ccnc2)n1` gave Tat transport -5.3, SR-BI uptake up -10.4, Ecoli viability 1.4, SR-BI DiI inh 10.4, phage Ecoli inh 0.6, CAL PDZ FP-1 -5.6, MITF TRPM1 HTS 0.1, CAL PDZ FP-2 -3.6 and AddAB inh 1.2.
For CN(CC(=O)Nc1ccc(F)c(F)c1F)C(=O)c1n[nH]c(=O)c2ccccc12 the results were Tat transport -0.4, Wnt bcat act 0.4, SR-BI uptake up 13.4, Ecoli viability -0.9, SR-BI DiI inh -13.4, phage Ecoli inh 3.7, CAL PDZ FP-1 -1.9, MITF TRPM1 HTS 1.4, CAL PDZ FP-2 -0.5 and AddAB inh 2.9.
COC(=O)[C@]1(C)N[C@H](CN(C)C(=O)C2CCCCC2)[C@@H]2C(=O)N(Cc3ccccc3)C(=O)[C@@H]21 was read as Tat transport -9.2, Wnt bcat act -2.0, SR-BI uptake up 31.5, Ecoli viability -1.8, SR-BI DiI inh -31.5, phage Ecoli inh 2.0, CAL PDZ FP-1 2.4, MITF TRPM1 HTS -1.2, CAL PDZ FP-2 -0.1 and AddAB inh 0.0.
`COc1ccc(-c2noc(CCC(=O)NCc3ccco3)n2)cc1` gave Tat transport 2.2, Wnt bcat act -4.2, SR-BI uptake up 8.9, Ecoli viability 0.4, SR-BI DiI inh -8.9, phage Ecoli inh 2.4, CAL PDZ FP-1 6.2, MITF TRPM1 HTS -9.2, CAL PDZ FP-2 -0.1 and AddAB inh 1.0.
Screening O=C1C=CN2CCOCC2C1 (centres undefined) returned Tat transport -6.2, Wnt bcat act -2.7, SR-BI uptake up 7.7, Ecoli viability -0.7, SR-BI DiI inh -7.7, phage Ecoli inh 3.1, CAL PDZ FP-1 2.2, MITF TRPM1 HTS 10.8, CAL PDZ FP-2 -1.3 and AddAB inh 2.9.
Screening Cc1cc(=O)oc(C)c1C(=O)Nc1ccccc1F returned Tat transport -8.9, Wnt bcat act -2.8, SR-BI uptake up 3.1, Ecoli viability -0.6, SR-BI DiI inh -3.1, phage Ecoli inh -1.9, CAL PDZ FP-1 -1.3, CAL PDZ FP-2 -0.2 and AddAB inh 4.5.
`Cc1c(Cc2ccccc2)c(NCCCO)n2c(nc3ccccc32)c1C#N` gave Wnt bcat act -2.6, Ecoli viability 2.6, phage Ecoli inh 3.0 and AddAB inh 5.0.
`O=[N+]([O-])c1ccc(N2CCCCC2)s1` gave Tat transport 2.0, Wnt bcat act -0.5, SR-BI uptake up 3.1, Ecoli viability -1.5, SR-BI DiI inh -3.1, phage Ecoli inh 7.1, CAL PDZ FP-1 0.1, MITF TRPM1 HTS -1.8, CAL PDZ FP-2 -2.6 and AddAB inh 0.7.
For Nc1c(N(Cc2ccco2)C(=O)COc2ccccc2F)c(=O)[nH]c(=O)n1Cc1ccccc1 the results were Tat transport 6.7, Wnt bcat act -1.7, SR-BI uptake up 7.2, Ecoli viability 2.1, SR-BI DiI inh -7.2, phage Ecoli inh 0.2, CAL PDZ FP-1 -2.5, MITF TRPM1 HTS 6.0, CAL PDZ FP-2 -0.7 and AddAB inh 0.6.
`CC(C)Cc1cc(C(=O)N(C)C2CCCN(Cc3ccccc3F)C2)n(C)n1` (centres undefined) gave Tat transport 3.8, Wnt bcat act -2.6, SR-BI uptake up -11.2, Ecoli viability 3.0, SR-BI DiI inh 11.2, phage Ecoli inh -2.0, CAL PDZ FP-1 -4.7, MITF TRPM1 HTS -7.1, CAL PDZ FP-2 -0.3 and AddAB inh 3.2.

From PubChem BioAssay

Rows were taken by chance, and some 3.6% of all compounds hit somewhere here.
